AGP1-GFP MLPCN: alters AGP1-GFP fluorescence in TOR pathway yeast screen; GFP response vs DMSO, % at 10 µM; 320,000 tested, 0.02% active; S. cerevisiae AGP1-GFP multiplex flow cytometry, 3 h; GFP as percent of DMSO wells; AID 2066;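 active means GFP response relative to DMSO above a set limit, near screen average plus 3 SD, cut at about 150% in these data; inconclusive means fewer than 70 cells counted for the yeast strain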;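 further: median GFP channel fluorescence of the gated AGP1 strain per well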
MEP2 TOR yeast: alters MEP2-GFP fluorescence in TOR pathway yeast screen; AID 2016; 330,000 tested, 0.51% active; GFP response vs DMSO, % at 10 µM; S. cerevisiae MEP2-GFP strain, flow cytometry GFP, 3 h; 100% = DMSO control level;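 active means GFP response versus DMSO above a set limit, roughly screen mean plus 3 SD, cut at about 180% in these data; inconclusive means fewer than 70 cells counted for a yeast strain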;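 further: median GFP fluorescence of the barcode-gated MEP2-GFP cells per well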
VLA-4 inh: inhibition in a human VLA-4 binding assay; P13612; VLA-4 expressing cells, ligand binding flow cytometry; inhibition, % (about 7 µM as worked out from the volumes in the protocol); 330,000 tested, 0.2% active; AID 2557; in the data active means inhibition above about 50%
GRK2 inh: human GRK2 inhibition via aptamer displacement; P25098; bead flow cytometry, FAM-aptamer displacement from GRK2; inhibition of aptamer binding, % at 10 µM; 330,000 tested, 0.59% active;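 active means inhibition of aptamer binding above 40%, roughly 3 SD of noise, on plates passing a quality check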;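 further: median bead fluorescence of bound FAM aptamer so fluorescent compounds give negative values; no value below 0 was filed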
Target sequence (P25098 whole entry, looked up): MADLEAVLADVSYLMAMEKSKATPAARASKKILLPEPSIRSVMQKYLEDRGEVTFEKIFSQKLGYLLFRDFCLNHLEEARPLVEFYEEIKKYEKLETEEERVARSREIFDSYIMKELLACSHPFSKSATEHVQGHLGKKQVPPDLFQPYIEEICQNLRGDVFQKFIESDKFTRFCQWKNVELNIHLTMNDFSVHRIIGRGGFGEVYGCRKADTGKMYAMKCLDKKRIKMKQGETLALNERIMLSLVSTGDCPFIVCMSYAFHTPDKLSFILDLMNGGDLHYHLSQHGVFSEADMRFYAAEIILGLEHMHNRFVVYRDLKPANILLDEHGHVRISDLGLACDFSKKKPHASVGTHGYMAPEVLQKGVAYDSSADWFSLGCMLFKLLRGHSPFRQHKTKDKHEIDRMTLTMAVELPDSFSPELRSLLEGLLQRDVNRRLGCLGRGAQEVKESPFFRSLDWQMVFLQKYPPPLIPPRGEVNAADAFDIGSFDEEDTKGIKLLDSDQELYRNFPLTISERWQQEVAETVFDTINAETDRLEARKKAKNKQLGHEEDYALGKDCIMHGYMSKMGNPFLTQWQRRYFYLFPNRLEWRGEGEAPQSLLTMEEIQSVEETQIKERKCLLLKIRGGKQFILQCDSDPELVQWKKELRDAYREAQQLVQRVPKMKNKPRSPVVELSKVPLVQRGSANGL
Yeast superoxide: yeast age-related superoxide inhibition as caloric restriction mimetic; S. cerevisiae aged cells, superoxide DHE fluorescence; hits give low values; superoxide response (% of plate mean), % at 10 µM; 330,000 tested, 0.18% active; AID 2690;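 active means superoxide response under a set limit, about three screen SD below normal, cut at about 65% in these data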;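 further: yeast aged for seven days with compound at 30 °C before DHE staining; 100% = average MFI of all compound-treated wells on the plate with controls excluded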
CIT2-GFP yeast: yeast TOR pathway CIT2-GFP modulation; S. cerevisiae CIT2-GFP strain, flow cytometry, 3 h; 100 means same as DMSO wells; GFP response vs DMSO, % at 10 µM; AID 2029; 320,000 tested, 0.065% active;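 active means GFP response relative to DMSO above a set limit, near the screen mean plus 3 SD, cut at about 150% in these data; inconclusive means Fewer than 70 cells measured for a yeast strain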;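 further: ratio of well median GFP fluorescence to mean of DMSO wells on the plate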
RPL19A TOR yeast: alters RPL19A-GFP fluorescence in TOR pathway yeast screen; S. cerevisiae RPL19A-GFP strain, flow cytometry, 3 h; hits give low values; percent response vs DMSO, % at 10 µM; 330,000 tested, 0.3% active; AID 2025;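 active means percent response vs DMSO below 50%; inconclusive means fewer than 70 events counted for the yeast strain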;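 further: median channel GFP fluorescence of the barcoded RPL19A-GFP strain; ratio of sample median GFP to plate DMSO average so 100% = DMSO; lower means less RPL19A-GFP as with rapamycin TOR inhibition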
LAP4 TOR yeast: alters LAP4-GFP fluorescence in TOR pathway yeast screen | S. cerevisiae LAP4-GFP multiplex, flow cytometry GFP, 3 h; median GFP as percent of DMSO wells | GFP response vs DMSO, % at 10 µM | 320,000 tested, 0.34% active | AID 2023;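 active means GFP response vs DMSO above a set limit, about the screen mean plus 3 SD, cut at about 150% in these data; inconclusive means under 70 cell events counted for the yeast strain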
* hit, by the source's call; ? = inconclusive; . = not tested or not shown; [ ] = remark or other dose.

SMILES | AGP1-GFP MLPCN | MEP2 TOR yeast | VLA-4 inh | GRK2 inh | Yeast superoxide | CIT2-GFP yeast | RPL19A TOR yeast | LAP4 TOR yeast
CC(C)N(CCNC(=O)c1oc(=O)c2ccccc2c1-c1ccccc1)Cc1ccco1 | 94 | 111 | -1 | 0 | 105 | 96 | 104 | 84
C=CCNc1nc(NCc2ccccc2)c(C#N)c2c1CN(C)CC2 | 98 | 102 | -4 | 0 | 85 | 93 | 98 | 98
C=CCNC(=O)COC(=O)c1ccc(C)c(NC(=O)c2ccco2)c1 | 100 | 90 | 16 | 0 | 85 | 93 | 97 | 97
CCOC(=O)/C(C#N)=N/Nc1ccccc1OC | 94 | 103 | -8 | 0 | 112 | 93 | 102 | 96
COc1ccccc1NC(=O)c1cc2c(CO)cnc(C)c2oc1=Nc1cccc(C(N)=O)c1 | 104 | 111 | -19 | 1 | 101 | 106 | 100 | 101
Cc1cc(Br)ccc1SCC(=O)OCC(=O)N1CCN(C(=O)c2ccco2)CC1 | 101 | 98 | 15 | 0 | 115 | 95 | 97 | 98
O=C1CCC(=O)N1CCSC(=S)N1CCOCC1 | 104 | 98 | 5 | 0 | 100 | 97 | 99 | 109
Clc1ccc(-c2nc(N3CCCCC3)nc3ccccc23)cc1 | 47 | 112 | -16 | 0 | 104 | 93 | 95 | 112
O=C1CC2(CCN(S(=O)(=O)c3ccccc3F)CC2)Oc2ccccc21 | 103 | 100 | 5 | 7 | 100 | 99 | 98 | 105
CCn1c(O)c(C2=NCCCC2)c2ccccc21 | 104 | 107 | 1 | 0 | 94 | 94 | 99 | 103
Cn1cc(S(=O)(=O)Nc2ccc3c(c2)OCCO3)cn1 | 99 | 94 | 15 | 0 | 99 | 99 | 112 | 106
Cc1noc(C)c1S(=O)(=O)Nc1ccc(C#N)cc1 | 118[may fluoresce green] | 106[may fluoresce green] | -2 | 3 | 104 | 156*[may fluoresce green] | 92[may fluoresce green] | 103[may fluoresce green]
COc1ccc(-n2cnc3cc(C(=O)N4CCOCC4)ccc32)cc1 | 96 | 98 | 12 | 4 | 80 | 98 | 100 | 86
Cc1ccc2c(c1)c1n[nH]c(=S)nc1n2CCc1ccccc1 | 99 | 105 | -2 | 1 | 98 | 100 | 104 | 98
CCOC(=O)c1ccc2c(c1)sc(=NC(=O)c1ccco1)n2CCOC | 114 | 116 | 10 | 0 | 100 | 105 | 103 | 132
CCC(=O)NC(c1ccc(C)cc1)c1ccc2cccnc2c1O (stereo not drawn) | 94 | 99 | -1 | 2 | 94 | 101 | 102 | 94
CC(C)COC(=O)N1CC(O)CC1C(=O)Nc1ccc2c(c1)OCO2 (stereo not drawn) | 99 | 96 | 19 | 4 | 96 | 83 | 96 | 100
COc1cc(C(=O)N2CCc3ccccc32)cc(OC)c1OC | 94 | 100 | 15 | 0 | 99 | 94 | 98 | 92
CCc1ccc(S(=O)(=O)Nc2cccc(C3OCCCO3)c2)cc1 | 103 | 99 | 3 | 0 | 100 | 99 | 94 | 101
CN(C)/C(=N\S(=O)(=O)c1ccccc1)c1ccccc1 | 96 | 94 | 2 | 3 | 107 | 108 | 91 | 86
COC(=O)c1cccc(NC(=O)CSc2nnnn2C)c1 | 100 | 96 | 3 | 2 | 100 | 100 | 98 | .
CCOC(=O)N1CCN(C(=O)c2ccc(C)c(S(=O)(=O)Nc3ccccc3)c2)CC1 | 93[may fluoresce violet] | 86[may fluoresce violet] | 27 | 0 | 104 | ? | 83[may fluoresce violet] | ?
COc1ccc(/C=C/C(=O)NCCSCc2ccco2)cc1 | 91 | 105 | 18 | 1 | 99 | 93 | 100 | 101
COc1ccccc1OCC(=O)OCc1cc(-c2ccco2)on1 | 92 | 92 | 25 | 0 | 98 | 92 | 94 | 95

Three entries out of the list above, arranged by the number in LAP4 TOR yeast, smallest number first.
SMILES | LAP4 TOR yeast
COc1cc(C(=O)N2CCc3ccccc32)cc(OC)c1OC | 92
COc1ccccc1OCC(=O)OCc1cc(-c2ccco2)on1 | 95
COc1ccc(/C=C/C(=O)NCCSCc2ccco2)cc1 | 101

Continued.
SMILES | AGP1-GFP MLPCN | MEP2 TOR yeast | VLA-4 inh | GRK2 inh | Yeast superoxide | CIT2-GFP yeast | RPL19A TOR yeast | LAP4 TOR yeast
Cc1ccc(CN2CCN(CC(=O)NCc3ccccc3)CC2)cc1 | 101 | 98 | -1 | 0 | 94 | 103 | 99 | 96
CSc1nsc(SC)c1C(=O)O | 100 | 99 | -3 | 0 | 103 | 109 | 97 | 94
ONC(=Nc1ccccc1)C(=Nc1ccccc1)NO | 95 | 92 | -5 | 2 | 101 | 100 | 96 | 92
O=C(Nc1cccc(C(F)(F)F)c1)c1cc2ncc(Br)cn2n1 | 103 | 103 | 3 | 8 | 129 | 106 | 100 | 108
CCC[C@@H](NS(=O)(=O)c1ccc(C)cc1)C(=O)Oc1ccc2c3c(c(=O)oc2c1)CCC3 | 106 | 106 | -15 | 1 | 103 | 100 | 102 | 98
CCCCCC[N+](C)(C)CCSSCC[N+](C)(C)CCCCCC | 122 | 101 | -3 | 0 | 112 | 105 | 97 | 120
COC(=O)C[C@H](NC(=O)Cn1cnc2c(OCc3ccccc3)ncnc21)C(=O)OC | 88 | 87 | -12 | 0 | 97 | 87 | 92 | 93
Cc1cc([N+](=O)[O-])ccc1NC(=S)NC(=O)C(c1ccccc1)c1ccccc1 | 110 | 103 | -3 | 0 | 102 | 103 | 102 | 101
Cc1nc2sc(C(c3ccccc3)N3CCN(C)CC3)c(O)n2n1 (stereo not drawn) | 95 | 92 | -17 | 0 | 102 | 94 | 93 | 91
Cc1ccc(S(=O)(=O)N(C)c2ccc(C(=O)N3CCCCC3)cc2)cc1 | 106 | 110 | 2 | 2 | 99 | 92 | 96 | 98
CC(C)c1cccc(C(C)C)c1OC(=O)[C@H]1OC(C(C)(C)C)=C[C@@H]1c1ccccc1 | 85 | 94 | 28 | 1 | 70 | 89 | 99 | 101
COc1ccc(/C=N\NC(=O)c2ccccc2)cc1COc1ccc(F)cc1 | 68 | 124 | -11 | 2 | 111 | 79 | 101 | 98
CC1C(=O)C(C)(C)C(=O)OC1c1ccccc1 (stereo not drawn) | 112 | 96 | 6 | 0 | 103 | 95 | 102 | 109
C/C(=N\NC(=O)c1nnn(-c2nonc2N)c1CSc1ccc(C)cc1)c1ccco1 | 92 | 100 | 27 | 2 | 118 | 110 | 100 | 93
CC(=O)c1cc(C)ccc1OC(=O)CCN1C(=O)C2C3c4ccccc4C(c4ccccc43)C2C1=O (stereo not drawn) | 109 | 102 | -5 | 4 | 117 | 96 | 96 | 101
COC(=O)c1cccc(C23CC4(C2)[C@H](CN(Cc2ccc(C(F)(F)F)cc2)[C@@H]4c2ccccc2)C3c2ccccc2)c1 (stereo partly drawn) | 94 | 93 | -10 | 0 | 100 | 116 | 108 | 131
CC/C(C)=N/Nc1nc2c(c(=O)[nH]c(=O)n2C)n1CCc1ccccc1 | ? | 242*[may fluoresce violet] | 3 | 4 | 98 | ? | 53[may fluoresce violet] | 96[may fluoresce violet]
CCOC(=O)N1CCN(c2ccc(S(=O)(=O)N3CCOCC3)cn2)CC1 | 95 | 92 | -14 | 0 | 102 | 92 | 93 | 101
S=C1NC2CCCCC2N1 (stereo not drawn) | 107 | 105 | 3 | 1 | 101 | 105 | 103 | 104
NS(=O)(=O)c1ccc(CCNC(=O)CN2CCCCCC2)cc1 | 96 | 92 | 3 | 0 | 101 | 88 | 97 | 100
COC(=O)Nc1ccc(S(=O)(=O)N2CCC(C(=O)N3CCC(C)CC3)CC2)cc1 | 104 | 92 | 0 | 4 | 91 | 98 | 95 | 104
COc1cccc(-c2nc(CS(=O)(=O)CC(=O)NCCCN3CCN(C)CC3)c(C)o2)c1 | 95 | 91 | 29 | 0 | 121 | 103 | 100 | 88
Cc1c(C(=O)Nc2cccc(S(=O)(=O)N3CCOCC3)c2)oc2ccc(Br)cc12 | 115 | 113 | -17 | 3 | 109 | 117 | 103 | 109
CC(C)CNC(=S)NC(=O)c1ccc([N+](=O)[O-])cc1 | 104 | 102 | -26 | 0 | 70 | 119 | 103 | 108
CC(Sc1nnc(-c2ccc(OC(F)F)cc2)n1N)C(=O)NCC1CCCO1 (stereo not drawn) | 102 | 102 | 5 | 0 | 99 | 88 | 99 | 104
Cc1ccc2c(c1)N(C(=O)CCC(=O)NCCCN1CCOCC1)CC(C)O2 (stereo not drawn) | 104 | 104 | -15 | 1 | 96 | 101 | 99 | 101
COc1cccc(C2NC(C)(C(=O)O)C3C(=O)N(C(C)C)C(=O)C23)c1O (stereo not drawn) | 107 | 105 | 34 | 0 | 95 | 112 | 102 | 101
Cc1ccc(NC(=O)C2CCN(S(=O)(=O)c3ccc4c(c3)CCCC(=O)N4)CC2)cc1N(C)C | 80 | 83 | 4 | 2 | 107 | 86 | 86 | 80
Cc1ccc(-c2nc3cccnc3s2)cc1NS(=O)(=O)c1ccc2c(c1)CCCC2 | 107 | 102 | 6 | 2 | 81 | 111 | 101 | 110
C=CCn1c2ccccc2n2nc(C)c(=O)nc12 | 96 | 90 | -4 | 0 | 92 | 87 | 94 | 91
O=C1CNC(=O)N1 | ? | 236*[may fluoresce violet] | -13 | 0 | 92 | ? | 40*[may fluoresce violet] | 88[may fluoresce violet]
Cc1ccc(NC(=O)CNS(=O)(=O)c2cccs2)cc1F | 103 | 104 | 13 | 0 | 104 | 102 | 103 | 93
COc1ccc(Cl)cc1NC(=O)COC(=O)c1cc(NS(=O)(=O)c2cccs2)ccc1O | 105 | 127 | -13 | 0 | 104 | 111 | 108 | 104
CCN1CCN(c2cc(C)c3cc(NC(=O)c4ccc5c(c4)OCO5)ccc3n2)CC1 | 95 | 102 | 0 | 0 | 92 | 99 | 99 | 102
COCCCN1C(=O)c2ccc(C(=O)NCc3ccco3)cc2C1=O | 84 | 91 | -1 | 4 | 97 | 80 | 93 | 85
O=[N+]([O-])c1ccc2nc(NS(=O)(=O)c3ccc(F)cc3)sc2c1 | 98 | 104 | -6 | 2 | 110 | 103 | 102 | 96
COc1ccc(-c2nnc(SC(C)C(=O)Nc3c(C)n(C)n(-c4ccccc4)c3=O)o2)cc1 (stereo not drawn) | 98 | 95 | 3 | 0 | 90 | 98 | 97 | 100
Cc1[nH]n(-c2ccccc2)c(=O)c1N=Nc1ccc(C#N)cc1 | 112 | 107 | 5 | 1 | 103 | 105 | 111 | 108
COc1cccc(CCNC(=O)C2CCCN(c3ncnc4c3nc3n4CCCCC3)C2)c1OC (stereo not drawn) | 99 | 96 | 14 | 5 | 88 | 100 | 100 | 94
O=C(NCC1CCCO1)c1sc2cc(Cl)ccc2c1Cl (stereo not drawn) | 91 | 102 | -8 | 0 | 106 | 94 | 101 | 108
Cc1nc(Sc2ccc(Cl)cc2)c(C#N)c(C)c1[N+](=O)[O-] | 109 | 107 | 21 | 0 | 91 | 104 | 103 | 112
O=C(Nc1ccc(Oc2ccc(Cl)cc2)c(Cl)c1)c1cc(I)cc(I)c1O | 93 | 90 | 1 | 1 | 94 | 95 | 99 | 110
N#Cc1nc(-c2ccccc2F)oc1NCCc1ccccn1 | 95 | 91 | 5 | 0 | 104 | 97 | 98 | .
O=C(CCS(=O)(=O)c1ccccc1)OCc1ccc([N+](=O)[O-])cc1 | 91 | 98 | -9 | 1 | 112 | 101 | 92 | 88
O=C(CN1CCN(CC(=O)Nc2ccccc2Cl)CC1)NCC1(N2CCCCC2)CCCCC1 | 90 | 101 | 15 | 0 | 110 | 97 | 98 | 99

Screening data (PubChem BioAssay)
